# Source: PubChem BioAssay
# CHO-K1 Ca PAM: nonselective calcium activators in parental CHO-K1 cells, primary screen, counter-screen for M1 PAM project, cell-based, Fluo-8 calcium fluorescence, full deck, 1536-well. ATP EC20; 0% at ATP EC20, 100% at ATP max. activation, % at 3 µM. hit rate 0.02% among 360,000. AID 602247, 2012;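 active means activation above the run cutoff, the mean activation of all test compounds plus 3 SD, cut at about 40% in these data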;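 further: peak over basal fluorescence ratio in a 140 s read after ATP addition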
# CHO parental Ca: ATP-evoked calcium signal inhibitors, parental CHO, primary screen, counter-screen for OX1R antagonist project, cell-based, fluorescence, Fluo-8 calcium dye; parental CHO-K1, ATP-induced calcium, Fluo-8 fluorescence; inhibition, % at 5.6 µM; hit rate 0.63% among 330,000; AID 463079, 2010;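 active means inhibition above that plate's mean sample inhibition plus 3 SD, cut at about 26% in these data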;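 further: 0% = ATP-challenged DMSO wells and 100% = DMSO wells without ATP; some compounds past the cut are filed as inactive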
#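 material = parental CHO cells | also added = ATP as calcium-mobilizing challenge | dosing = single point at 5.6 µM | detection = intracellular calcium via Fluo-8 no-wash fluorescent dye | read-out = % inhibition | benchmarks = low control ATP plus DMSO, high control DMSO only | repeats = one well per compound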
# OXTR agonist: human OXTR agonists, primary screen, fluorescence, CHO-OTR cells, Fluo-8 calcium | Oxytocin receptor (Homo sapiens), P30559 | Fluo-8 calcium fluorescence; normalized: DMSO 0%, oxytocin 100% | activation, % at 3 µM | hit rate 0.32% among 320,000;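 active means activation above the mean of all tested compounds plus 3 SD, cutoff set per screening run, cut at about 20% in these data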;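 further: peak over basal fluorescence ratio from a 100 s FLIPR kinetic read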
# Target sequence (P30559 whole entry, looked up): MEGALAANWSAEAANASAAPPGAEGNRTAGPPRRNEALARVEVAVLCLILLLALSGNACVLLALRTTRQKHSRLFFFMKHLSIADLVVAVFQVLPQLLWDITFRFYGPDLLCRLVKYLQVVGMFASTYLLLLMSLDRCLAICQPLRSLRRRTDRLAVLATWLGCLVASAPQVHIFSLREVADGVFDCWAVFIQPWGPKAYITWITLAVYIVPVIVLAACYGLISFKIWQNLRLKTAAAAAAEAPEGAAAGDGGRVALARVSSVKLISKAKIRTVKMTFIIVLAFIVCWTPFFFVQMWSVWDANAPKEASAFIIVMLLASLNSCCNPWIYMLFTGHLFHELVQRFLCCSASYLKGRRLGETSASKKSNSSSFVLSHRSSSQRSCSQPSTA
# CHO-K1 Ca antag: counter-screen for M1 antagonists: effect in parental CHO-K1 cells. ATP-induced calcium, Fluo-8 fluorescence. inhibition, % at 3 µM. hit rate 0.6% among 360,000;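 active means inhibition above a per-plate cutoff, the plate's mean sample inhibition plus 3 SD, cut at about 24% in these data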;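 further: 0% = DMSO plus EC80 ATP and 100% = DMSO alone without ATP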
# V1R ag counter: agonists of human V1a receptor, primary screen, counter-screen for OXTR agonist project, fluorescence, CHO-V1R cells; Vasopressin V1a receptor (Homo sapiens), P37288; activation, % at 3 µM; Fluo-8 calcium fluorescence, agonist mode; 0% DMSO, 100% 3 nM vasopressin; hit rate 0.25% among 320,000;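 active means activation above the mean activation of all tested compounds plus 3 SD, per screening run, cut at about 20% in these data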;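 further: signal is peak over basal fluorescence ratio across a 100 second FLIPR read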
# TAAR1 antagonist: human TAAR1 antagonists, primary screen, Fluo-8 calcium fluorescence, CHO RD-HGA16 cells. antagonist. inhibition, % at 3 µM. AID 624466, 2012. hit rate 1.5% among 360,000;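 active means inhibition above a per-plate cutoff, the mean inhibition of test compounds on that plate plus 3 SD, cut at about 49% in these data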;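 further: 0% = DMSO plus EC80 beta-PEA response and 100% = DMSO alone without agonist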
# Target sequence (Q96RJ0 whole entry, looked up): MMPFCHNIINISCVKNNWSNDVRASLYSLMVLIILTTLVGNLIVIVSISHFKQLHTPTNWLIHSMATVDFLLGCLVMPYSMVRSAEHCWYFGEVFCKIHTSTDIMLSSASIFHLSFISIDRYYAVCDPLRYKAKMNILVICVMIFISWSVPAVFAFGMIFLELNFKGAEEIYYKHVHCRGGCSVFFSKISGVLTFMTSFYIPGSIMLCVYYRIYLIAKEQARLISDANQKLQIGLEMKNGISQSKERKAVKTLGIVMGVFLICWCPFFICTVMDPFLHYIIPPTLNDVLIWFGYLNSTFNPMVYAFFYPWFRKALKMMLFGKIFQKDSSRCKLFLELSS
#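 Material: CHO RD-HGA16 cells bearing hTAAR1; compound dosing: one-point dosing, 3 µM nominal final; schedule: dye loading 75 min at 37 °C, then 30 min room temperature; measured by: calcium fluorescence with Fluo-8; control set: vehicle and agonist controls; replication: n of 1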
# GPR7 antag: GPR7 receptor antagonists, primary screen, cell-based, fluorescence, single concentration. Neuropeptides B/W receptor type 1 (Homo sapiens), P48145. GPR7-expressing cells, fluorescence antagonist assay. inhibition, % at 4.4 µM. hit rate 1.1% among 290,000. AID 1861, 2009; in the data active means inhibition above about 16%, passing the limit was not always enough;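 further: cells stimulated with the agonist NPW; 0% = agonist with vehicle and 100% = vehicle without agonist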
# Target sequence (P48145 whole entry, looked up): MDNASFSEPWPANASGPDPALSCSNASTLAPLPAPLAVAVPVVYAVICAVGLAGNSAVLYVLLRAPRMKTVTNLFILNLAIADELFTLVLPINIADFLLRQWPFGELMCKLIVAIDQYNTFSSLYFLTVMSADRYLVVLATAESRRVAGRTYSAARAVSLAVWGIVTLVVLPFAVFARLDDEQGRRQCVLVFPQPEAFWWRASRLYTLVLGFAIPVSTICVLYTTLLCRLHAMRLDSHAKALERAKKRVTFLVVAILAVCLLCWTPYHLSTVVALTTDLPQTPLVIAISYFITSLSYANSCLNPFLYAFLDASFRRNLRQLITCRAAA
# M1 ag parental: counter-screen for M1 agonists: effect in parental CHO-K1 cells; Fluo-8 calcium fluorescence; scaled to maximal ATP response, vehicle zero; activation, % at 3 µM; hit rate 0.48% among 360,000; in the data active means activation above about 15%;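 further: untransfected CHO-K1 host cells lacking M1 receptor as counterscreen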
# OXTR potentiate: human OXTR potentiators, primary screen, fluorescence, CHO-OTR cells, Fluo-8 calcium | hit rate 0.061% among 320,000 | AID 2445, 2010 | activation, % at 3 µM | Fluo-8 calcium fluorescence, potentiator mode; 0% = oxytocin EC15, 100% = EC100;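 active means activation above that plate's cutoff, the mean activation of tested compounds plus 3 SD, cut at about 6.6% in these data, passing the limit was not always enough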;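 further: 100% uses oxytocin at 75 nM as the full agonist control; some results filed as inactive read as strong as hits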
#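 Replication – single well per compound, singlicate · Assay system – CHO cell line stably expressing human OTR · Timing – 6 min pre-incubation, 100 s read · Measure – normalized max/min fluorescence ratio, % activation · Doses – 3.0 µM, one dose · Detection – Fluo-8 calcium dye fluorescence · Probe or stimulus – oxytocin near EC15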
# Starred values were filed as active, the others as inactive; nt = no result given. Rows are unselected (roughly 3.5% active in at least one column).
SMILES,CHO-K1 Ca PAM,CHO parental Ca,OXTR agonist,CHO-K1 Ca antag,V1R ag counter,TAAR1 antagonist,GPR7 antag,M1 ag parental,OXTR potentiate
CCN(CC)S(=O)(=O)c1ccc(Cl)c(NC(=S)NC(=O)C2CCCC2)c1,-9,44*,4.0,-4,3.4,38,nt,3.9,-11
O=C(CCNC(=O)C1CCN(S(=O)(=O)c2ccccc2)CC1)NCc1ccccc1Cl,8,-13,-0.2,-19,-0.9,-26,-11,1.4,1
O=C(O)CC/C(=N\Nc1ccc(S(=O)(=O)N2CCOCC2)cc1[N+](=O)[O-])c1cccs1,16,-16,-0.3,-10,-1.8,-10,-10,-0.3,-4
COc1ccc(-c2cccc3c2C2CC3CCN2C(=O)OCc2ccccc2)cc1 (stereo unspecified),19,nt,nt,-18,nt,27,nt,1.4,nt
CCSc1nnc2n(-c3ccc(OC)cc3)c(=O)c3c4c(sc3n12)CCCC4,6,-16,-0.7,-5,-0.8,-14,-14,-0.2,-11
O=C(COc1ccc2c(c1)C(=O)CC1(CCCCC1)O2)NCc1ccccc1,-3,-23,-0.7,3,0.9,-5,-1,1.1,-8
CCCCN(CCCC)Cc1ccc(N)cc1,19,2,0.8,-17,0.0,2,-2,0.6,-4
O=C(NNC(=O)c1ccc2ccccc2c1)c1ccc(Cl)c(Cl)c1,-1,nt,nt,7,nt,7,nt,0.0,nt
Cc1ccc(C)c(N2CCN(c3ccc([N+](=O)[O-])cn3)CC2)c1,4,-17,-1.4,-3,6.5,11,35,3.0,-13
CC(=O)Nc1ccc(C(=O)NNC(=O)C2CC2)cc1,32,nt,nt,-19,nt,-28,3,2.0,nt
Nc1ccc(-n2nnnc2-c2ccco2)cc1,14,-8,0.6,-14,-0.7,1,-10,0.9,-10
COc1ccc(Cl)cc1N(C(=O)c1ccco1)C(C(=O)NC1CCCC1)c1ccncc1 (stereo unspecified),3,-18,0.0,-15,-0.3,3,17,-0.5,2
O=C(CN1CCN(c2nc(-c3ccc(Cl)cc3)cs2)CC1)NCc1ccco1,0,2,1.5,3,1.1,3,-14,0.7,-8
CC(C)[C@H]1COCCS(=O)(=O)N1Cc1ccc(Cl)cc1,17,-24,-1.2,-18,0.1,2,12,0.3,4
CCOC(=O)c1[nH]c2ccc(OC)cc2c1NC(=S)N1CCN(C(=O)OCC)CC1,16,-11,0.5,-17,0.3,-7,-8,0.4,-3
COc1ccc(C2c3c(ncn(CCCO)c3=N)Oc3ccc4ccccc4c32)cc1OC (stereo unspecified),14,-18,1.2,-12,10,-13,-11,0.6,-6
Cc1ccc(C2(C)NC(=O)N(CC(=O)N3CCN(S(=O)(=O)c4cccc(F)c4)CC3)C2=O)cc1 (stereo unspecified),-3,-9,-0.4,-9,0.2,-8,-3,2.1,-2
O=C(C1=C[C@@H](C2CCCCC2)C[C@@H](OCc2ccc(CO)cc2)O1)N1CCN(Cc2ccccc2)CC1,4,-19,-2.0,-6,-0.1,25,-11,-0.4,-12
CCC(=O)Oc1cccc(C(=O)Nc2ccc(-c3nnc(-c4ccco4)o3)cc2)c1,12,1,-1.5,1,1.1,63*,-1,2.7,-16
COCCNC(=O)CN1C(=O)COc2ccc(Cl)cc21,4,-10,1.0,0,0.7,9,-3,0.3,-4
O=C(c1cc(Cl)ccc1[N+](=O)[O-])n1cnc2ccccc21,23,-10,0.3,-4,0.1,2,-3,0.0,1
CCOc1cc2[nH]c(=O)n(CCCCC(=O)NCc3ccco3)c(=O)c2cc1OCC,20,-15,-2.1,-6,-1.9,-17,-6,0.1,-1
CCN(CC)CCP(=O)(c1ccccc1)c1ccccc1,16,-3,-0.5,-23,-0.3,-7,10,0.2,4
O=C(NCCc1ccccc1)[C@@H]1CC=C[C@@H]2CCN(Cc3ccccc3)C(=O)[C@@H]21,3,-14,0.4,-1,-0.5,-4,nt,-0.2,-1
COCCNc1ncnc2c1cnn2-c1ccc(Cl)cc1,-3,-4,0.0,2,0.9,1,20*,1.1,-3

# 9 entries from above, arranged by length of the SMILES, lowest first:
SMILES,CHO-K1 Ca PAM,CHO parental Ca,OXTR agonist,CHO-K1 Ca antag,V1R ag counter,TAAR1 antagonist,GPR7 antag,M1 ag parental,OXTR potentiate
CCCCN(CCCC)Cc1ccc(N)cc1,19,2,0.8,-17,0.0,2,-2,0.6,-4
CCN(CC)CCP(=O)(c1ccccc1)c1ccccc1,16,-3,-0.5,-23,-0.3,-7,10,0.2,4
CC(=O)Nc1ccc(C(=O)NNC(=O)C2CC2)cc1,32,nt,nt,-19,nt,-28,3,2.0,nt
COc1ccc(-c2cccc3c2C2CC3CCN2C(=O)OCc2ccccc2)cc1 (stereo unspecified),19,nt,nt,-18,nt,27,nt,1.4,nt
CCSc1nnc2n(-c3ccc(OC)cc3)c(=O)c3c4c(sc3n12)CCCC4,6,-16,-0.7,-5,-0.8,-14,-14,-0.2,-11
CCN(CC)S(=O)(=O)c1ccc(Cl)c(NC(=S)NC(=O)C2CCCC2)c1,-9,44*,4.0,-4,3.4,38,nt,3.9,-11
CCOc1cc2[nH]c(=O)n(CCCCC(=O)NCc3ccco3)c(=O)c2cc1OCC,20,-15,-2.1,-6,-1.9,-17,-6,0.1,-1
CCC(=O)Oc1cccc(C(=O)Nc2ccc(-c3nnc(-c4ccco4)o3)cc2)c1,12,1,-1.5,1,1.1,63*,-1,2.7,-16
COc1ccc(Cl)cc1N(C(=O)c1ccco1)C(C(=O)NC1CCCC1)c1ccncc1 (stereo unspecified),3,-18,0.0,-15,-0.3,3,17,-0.5,2

# Further results:
SMILES,CHO-K1 Ca PAM,CHO parental Ca,OXTR agonist,CHO-K1 Ca antag,V1R ag counter,TAAR1 antagonist,GPR7 antag,M1 ag parental,OXTR potentiate
O=c1[nH]c(C(F)(F)F)nc2c1nnn2Cc1ccccc1F,2,1,-0.6,-9,0.9,-2,-4,0.4,-5
O=C(CCSc1ccccc1)Nc1ncccn1,15,1,0.6,-17,0.2,-8,0,1.1,1
CCN(CC)c1ccc(/C=N/N=C(N)N)c(O)c1,-15,-6,1.0,1,1.1,-21,13,0.4,-17
COc1ccc(OC)c(-n2nnnc2SCC(=O)Nc2nc(C)c(C)s2)c1,12,-26,3.2,-13,0.7,1,-7,1.6,-2
O=C1CC(c2ccccc2)NC(=O)N1 (stereo unspecified),5,-2,1.0,-1,1.1,-4,-1,0.0,-12
CCOC(=O)c1ccc(NC(C)=O)c([N+](=O)[O-])c1,14,-16,-1.1,-10,-0.1,-5,-12,1.6,-8
O=[N+]([O-])c1cc(C(F)(F)F)ccc1Sc1ccccn1,9,-15,-1.0,-3,-0.2,8,-12,0.8,-8
Cc1cccc(/C(N)=N/OC(=O)c2ccc3c(c2)OCO3)c1,-1,-11,0.4,2,0.6,16,-6,0.5,-2
O=C1Nc2ccccc2C12OCCCO2,0,4,3.4,-6,-0.3,3,-16,0.5,-6
O=C(CN(Cc1ccccc1)C(=O)c1csnn1)NCc1ccccc1,-18,-14,0.4,4,-0.2,6,-2,0.1,-9
O=C(CSc1nnc(SCc2ccccc2)s1)NNC(=S)Nc1ccccc1,-16,-10,2.0,29*,1.7,-17,-3,0.2,0
COCCCn1nnnc1SCC(=O)Nc1nc2ccccc2s1,1,-5,2.8,-16,2.4,0,-7,1.7,4
CCOC(=O)c1c(C)[nH]c(C(=O)NNC(=O)c2ccc(Br)cc2)c1C,-17,-19,-1.0,-9,0.0,-16,nt,0.1,-4
CC(C)Oc1ccccc1/C=N/NC(=O)C1CCCC1,4,nt,nt,-1,nt,-13,-17,0.8,nt
COc1ccc(NC(=O)CSc2nc3ccsc3c(=O)n2CCCCCC(=O)O)cc1,-1,-3,-0.2,-3,0.3,50*,11,-0.3,2
CCOC(=O)CN(C(=O)CNC(=O)c1ccco1)C(C(=O)NC1CCCCC1)c1cccc(OC)c1 (stereo unspecified),13,-10,-0.9,-13,-0.2,6,nt,0.7,-10
CS(=O)(=O)Nc1ccc(Br)cc1,10,nt,nt,-16,nt,0,nt,1.5,nt
CC[C@]12c3[nH]c4ccc(Cl)cc4c3CCN1C(=O)[C@@H](CC(=O)NCCCOC)C[C@@H]2C(=O)N1CCN(C(=O)c2ccco2)CC1,16,-11,nt,-14,nt,-2,nt,0.2,nt
COc1cccc(CN2C(=O)CCC2(C)C(=O)NC2CCCCC2)c1 (stereo unspecified),6,-12,1.0,4,-0.3,-6,1,0.4,3
CCN(CC)S(=O)(=O)c1cccc(-c2n[nH]c(=S)n2Cc2ccccc2)c1,20,-17,-1.7,-20,-0.5,-18,-3,2.3,-3
S=C(NCCc1ccccc1)NCC1CCCO1 (stereo unspecified),15,-10,0.3,5,-0.4,-29,-5,0.0,-2
CC(=O)c1cccc(NC(=S)NC(=O)c2ccccc2)c1,8,-19,6.0,-6,0.3,0,-4,1.2,-1
Cn1cccc1C(=O)OCC(=O)NCCCc1ccccc1,2,-8,0.8,-2,0.0,19,nt,2.1,-1
O=C(COC(=O)c1ccccc1)Nc1ncc([N+](=O)[O-])s1,-15,-1,11,3,7.1,9,nt,1.9,-10
O=C1c2ccccc2S(=O)(=O)c2cc(-c3nn[nH]n3)ccc21,13,nt,nt,-11,nt,-11,nt,0.0,nt
# Continued.
SMILES,CHO-K1 Ca PAM,CHO parental Ca,OXTR agonist,CHO-K1 Ca antag,V1R ag counter,TAAR1 antagonist,GPR7 antag,M1 ag parental,OXTR potentiate
Cc1ccc2c(c1)N(CC(=O)NCCCN1CCCCC1C)C(=O)c1cccnc1O2 (stereo unspecified),10,-11,-0.9,5,-0.1,-41,-2,0.2,-12
CCOc1ccc(N2C(=O)CC(N3CCN(c4ccccc4F)CC3)C2=O)cc1 (stereo unspecified),5,-10,-0.9,3,-0.4,-6,-6,-0.2,-6
O=C(Nc1ccccc1N1CCOCC1)C1=NN(c2ccccc2)C(=O)CC1,0,nt,nt,3,nt,4,nt,0.9,nt
O=C(O)/C=C/C(=O)Nc1ccc(OC(F)(F)F)cc1Br,3,-2,-0.2,4,-1.5,-12,3,0.1,-2
CCc1ccc(CNC(=O)c2ccc(OC3CCN(C(C)=O)CC3)c(OC)c2)nc1,18,-11,-0.2,-10,1.5,-13,-15,0.6,-7
COc1ccc(N(Cc2cc3cccc(C)c3[nH]c2=O)S(=O)(=O)c2ccc(Cl)cc2)cc1,1,-30,0.1,-6,0.6,7,-11,0.6,-7
